Screening results as filed in PubChem.
DAGLB inh: diacylglycerol lipase beta (human) inhibition. Q8NCG7. HEK293T DAGLB membrane lysate, EnzChek fluorogenic substrate. inhibition, % at 5.17 µM. 340,000 compounds, 0.059% hits; in the data active = inhibition above about 34%;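 also: 0% = enzyme with vehicle and 100% = wells lacking enzyme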
Target sequence (Q8NCG7 whole entry, looked up): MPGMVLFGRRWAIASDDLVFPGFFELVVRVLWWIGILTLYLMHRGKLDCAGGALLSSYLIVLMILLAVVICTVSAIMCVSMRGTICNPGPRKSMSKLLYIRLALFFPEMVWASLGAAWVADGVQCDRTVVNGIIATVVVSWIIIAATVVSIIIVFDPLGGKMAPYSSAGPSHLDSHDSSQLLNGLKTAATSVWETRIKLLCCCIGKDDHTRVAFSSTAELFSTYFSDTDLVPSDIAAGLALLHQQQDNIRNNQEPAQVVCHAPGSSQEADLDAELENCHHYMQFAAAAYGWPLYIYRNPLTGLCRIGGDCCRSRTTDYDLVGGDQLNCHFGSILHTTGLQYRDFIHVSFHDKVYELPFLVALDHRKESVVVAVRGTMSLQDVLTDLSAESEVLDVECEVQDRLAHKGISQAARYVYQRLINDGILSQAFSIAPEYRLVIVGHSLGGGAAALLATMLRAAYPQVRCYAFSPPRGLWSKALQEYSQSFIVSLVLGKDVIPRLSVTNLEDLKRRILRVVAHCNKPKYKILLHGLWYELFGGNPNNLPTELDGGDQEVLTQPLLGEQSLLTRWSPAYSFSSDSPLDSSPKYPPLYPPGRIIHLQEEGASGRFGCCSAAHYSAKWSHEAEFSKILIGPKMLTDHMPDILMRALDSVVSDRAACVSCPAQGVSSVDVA
HTR5A ag: HTR5A agonism, opioid heterodimer counter-screen; HTR5A agonist assay, luminescence, cell-based; activation, % at 9.3 µM; 340,000 compounds, 0.61% hits; in the data active = activation mostly above about 9.5%, no sharp cut-off; inactive = mostly below about 7.6%;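 also: 0% = cells with vehicle only and 100% = reference agonist; strong numbers were not always called active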
PKA-R1A activ: activators of PKA-R1A complex. PKA-R1A dissociation, Cy5-IP20 fluorescence polarization; scaled: DMSO 0%, 113 µM cGMP 100%. activation, % at 11.4 µM. 340,000 compounds, 0.083% hits. AID 504707;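 active = percent activation above the mean of all tested compounds plus 3 SD, cut at about 19% in these data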;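 also: higher means more PKAc released from R1A so a rise in polarization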
MOR-DOR ag: agonists of human mu-delta opioid receptor heterodimerization. P35372+P41143. cells, OPRM1-OPRD1 heterodimerization, luminescence. activation, % at 9.3 µM. 340,000 compounds, 0.3% hits. AID 504326; in the data active = activation above about 18%;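 also: 0% = vehicle-treated cells and 100% = reference agonist; values of inactives mirror those of a sister screen read the other way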
MOR-DOR inv ag: inverse agonists of human mu-delta opioid receptor heterodimerization. P35372+P41143. cell-based MOR-DOR heterodimer luminescence, inverse agonism. inhibition, % at 9.3 µM. 340,000 compounds, 0.21% hits; in the data active = inhibition above about 22%, passing the limit was not always enough;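 also: 0% = cells with DMSO and 100% = wells without cells with DMSO; values of inactives mirror those of a sister screen read the other way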
Arr AP2 block: inhibitors of human beta-arrestin and AP2 interaction; FITC-arrestin peptide / GST-AP2 beads, flow cytometry; AP2 beta2 appendage carries R879A mutation; 340,000 compounds, 0.31% hits; AID 504490; inhibition, % at 10 µM;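 active = inhibition above a set limit, near 3 SD of compounds lacking own fluorescence, cut at about 54% in these data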;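 also: plate controls were DMSO wells for no effect and 5 µM unlabelled arrestin peptide for full effect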
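Assay system: GST-AP2 R879A bound to glutathione beads, E. coli-expressed; Medium: PBS with 0.05% Tween 20 and 0.1% BSA; Also added: fluorescein-tagged arrestin peptide at 50 nM final; Timing: 12 min plus 1 h, RT; Measured by: flow cytometry, FL1 (488/535 nm); Evaluation: percent drop in bead-associated FITC signal.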
PKA-R2B act: activates the human PKA-R2B holoenzyme complex; P22694+P31323; PKA-R2B holoenzyme dissociation, Cy5-IP20 fluorescence polarization; R2B truncated from residue 108, S112A mutant; 0% DMSO only, 100% 113 µM cGMP; activation, % at 11.4 µM; 340,000 compounds, 0.079% hits; AID 504700;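 active = activation above a cutoff set at the mean over all compounds plus 3 SD, cut at about 18% in these data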;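 also: higher means more holoenzyme dissociation and a rise in polarization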
Target sequence (P31323 whole entry, looked up, other chains not shown, the tested form may be a part): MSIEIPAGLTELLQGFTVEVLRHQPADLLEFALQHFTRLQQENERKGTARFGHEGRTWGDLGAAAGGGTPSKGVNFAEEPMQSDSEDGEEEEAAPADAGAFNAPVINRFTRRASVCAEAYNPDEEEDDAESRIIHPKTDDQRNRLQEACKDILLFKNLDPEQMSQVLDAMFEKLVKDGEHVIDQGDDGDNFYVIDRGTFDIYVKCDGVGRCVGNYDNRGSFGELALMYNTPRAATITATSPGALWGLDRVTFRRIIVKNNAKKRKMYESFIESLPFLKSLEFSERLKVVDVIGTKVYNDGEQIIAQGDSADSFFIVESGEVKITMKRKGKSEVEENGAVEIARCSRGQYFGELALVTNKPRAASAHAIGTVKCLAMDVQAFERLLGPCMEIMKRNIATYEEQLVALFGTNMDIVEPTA
DSG3 Ab inh: inhibitors of pemphigus antibody binding to human desmoglein-3; DSG3-coupled beads, scFv-anti-DSG3-GFP binding, flow cytometry; hits give low values; binding (percent of control), % at 10 µM; 310,000 compounds, 0.48% hits;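 active = binding more than 3 SD below its plate's average and above zero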;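 also: hits lower antibody fragment binding to DSG3; some compounds called inactive have numbers as strong as hits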
HTR5A inv ag: counter-screen for OPRM1-OPRD1 inverse agonists: human HTR5A inverse agonism; 340,000 compounds, 0.083% hits; inhibition, % at 9.3 µM; AID 504634; HTR5A cell line, luminescence; in the data active = inhibition mostly above about 23%, no sharp cut-off; inactive = mostly below about 18%;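 also: 0% = cells with DMSO and 100% = no-cell wells with DMSO; some compounds called inactive have numbers as strong as hits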
V-ATPase pH: alters yeast V-ATPase proton transport; S. cerevisiae, pHLuorin cytosolic pH fluorescence; response, % at 10 µM; 350,000 compounds, 0.37% hits; in the data active = response mostly above about 7.3%, no sharp cut-off; inactive = mostly below about 5.4%; also: actives read high; inactives centre near 0; some compounds called inactive have numbers as strong as hits; reference of the scale not given here
Numbers without * were called inactive; nt = no result given.

Sequence of screens – HTR5A inv ag | MOR-DOR ag | MOR-DOR inv ag | DAGLB inh | PKA-R1A activ | HTR5A ag | DSG3 Ab inh | V-ATPase pH | PKA-R2B act | Arr AP2 block
> C=CCC(=O)N(CC)CC1CCCN(CCc2cccc(F)c2)C1 (stereo unspecified)
→ -14 | -2.0 | 10 | -1 | -2 | 6 | 113 | -5 | -6 | 4
> Cc1ccc(S(=O)(=O)NCC(C)n2nc(C)nc2C)cc1 (stereo unspecified)
→ 0 | -2.5 | 14 | -1 | -3 | 0 | 107 | 0 | 4 | 23
> C1=C(CCNc2ncnc3nc[nH]c23)CCCC1
→ 14 | -1.8 | 9 | 2 | -7 | -5 | 94 | 0 | -10 | 4
> CCOC(=O)c1cnc2c(C(=O)OC)cccc2c1NCc1ccco1
→ 6 | -2.8 | 15 | -3 | 3 | -2 | 98 | 1 | 6 | -1
> CCOc1ccc(CN(C)C(=O)CNC(=O)C2CCCCC2)cc1OC
→ 13 | -0.1 | 0 | 1 | 0 | -5 | nt | -2 | 6 | 4
> COc1ccc(NC(=O)C2CCCN(c3ncccn3)C2)cc1 (stereo unspecified)
→ 8 | -3.0 | 19 | -1 | -4 | 0 | 94 | 7 | -2 | -1
> O=S(=O)(NCc1ccc2c(c1)OCO2)c1ccc2oc3ccccc3c2c1
→ -23 | 5.9 | -34 | -15 | -3 | 1 | 97 | -7 | 12 | 49
> O=C(Sc1nnc(-c2ccccc2)o1)N1c2ccccc2Sc2ccccc21
→ 11 | 11 | -63 | 10 | -8 | 4 | 122 | -1 | -12 | -8
> COC(=O)c1c(NC(=O)CSc2ncnc3ccccc23)sc(C)c1C
→ -16 | -1.9 | 10 | -14 | 4 | 1 | 90 | 0 | -11 | 9
> O=C(N/N=C/c1ccc(COc2ccc(Br)cc2)o1)c1ccc2c(c1)OCO2
→ -24 | -1.3 | 7 | -4 | 3 | 10 | 114 | -5 | -2 | 0
> CN(C)CCN(C(=O)CCS(=O)(=O)c1ccccc1)c1nc2cc3c(cc2s1)OCO3
→ -5 | -1.6 | 8 | 1 | -2 | 6 | 57 | -7 | -11 | -7
> CS(=O)(=O)N(CC(=O)N/N=C/c1cc([N+](=O)[O-])ccc1Cl)c1ccccc1
→ 8 | -1.1 | 5 | -1 | -2 | -3 | 143 | 0 | 4 | 6
> C/C(=N\Nc1ccccc1)c1c(O)cc(C)oc1=O
→ -5 | -1.7 | 9 | -4 | 6 | 2 | 99 | 0 | -5 | 5
> C#CCOCCOCCOCCNc1nc(N2CCOCC2)nc(N2CCN(C(=O)[C@H]([C@@H](C)CC)n3cc([C@@H](N)CC(C)C)nn3)CC2)n1
→ 8 | -3.8 | 18 | -1 | -4 | 5 | 101 | -1 | -1 | 16
> Cc1cccc(OCc2nnc(SC(C)C(=O)Nc3ccc(N4CCOCC4)cc3)o2)c1 (stereo unspecified)
→ 0 | -0.4 | 2 | 1 | -5 | 0 | 141 | -2 | -1 | 29
> CN1CCC(N(C)CC(=O)Nc2ccc3c(c2)OC(F)(F)O3)CC1
→ -4 | -2.4 | 13 | -1 | 1 | 2 | 103 | 1 | -5 | -5
> N/C(=N\NC(=O)c1cccc(F)c1)c1cc2ccccc2oc1=O
→ 9 | -0.9 | 5 | 6 | -9 | -4 | 87 | 2 | -9 | -8
> CCCCCCCOc1ccc(C2(C)NC(=O)NC2=O)cc1 (stereo unspecified)
→ 3 | -2.2 | 11 | -1 | -3 | 1 | 106 | -2 | -11 | 10
> Cc1c(Cc2ccccc2)c(=O)oc2cc(O)cc(O)c12
→ 4 | -1.5 | 8 | -1 | -1 | 5 | 102 | 8 | -15 | 21
> Cn1c(=O)c2c(ncn2CC(=O)OCC(=O)Nc2sccc2C(N)=O)n(C)c1=O
→ -10 | -0.3 | 2 | 0 | -6 | 2 | 118 | 5 | -5 | 7
> COc1cccc(/C=N/NC(=O)c2ccc(=O)n(C)c2)c1OC
→ 0 | -3.0 | 15 | -2 | 5 | 0 | 84 | 2 | -10 | 4
> O=C(CN1C(=O)COc2ccccc21)NCC1CCCO1 (stereo unspecified)
→ -17 | -1.9 | 10 | -2 | 2 | 6 | 108 | -3 | 1 | 18
> CCN1C(=N)N(c2ccccc2)C(=O)C(CC)(CC)C1=O
→ -6 | -0.5 | 3 | 2 | -1 | 2 | 110 | 3 | 4 | 0
> CC(=O)c1cccc(NC(=O)C(C)OC(=O)CNC(=O)c2ccc(C)s2)c1 (stereo unspecified)
→ -16 | -3.0 | 14 | -1 | 0 | 6 | 101 | -3 | 2 | 6
> Cc1cc(C)n(CCCNC(=O)C2CCC(=O)N(CCc3ccc(Cl)cc3)C2)n1 (stereo unspecified)
→ -17 | -0.9 | 4 | 1 | 14 | -3 | 103 | -4 | 2 | 48
> CCOC(=O)N1CCN(Cc2nc3cc(NC(=O)CC(C)C)ccc3n2C)CC1
→ 21 | -3.3 | 16 | 3 | -11 | -6 | 102 | 2 | -5 | -19
> O=C(CSc1nnc(CN2CCCC2)n1-c1ccccc1)c1ccc2c(c1)OCO2
→ -7 | -1.9 | 10 | 1 | -3 | 2 | 95 | -1 | 2 | -8
> Cc1cc(O)c(CN(C)C)c2c1C(=O)/C(=C/c1ccco1)O2
→ 1 | -2.1 | 12 | -6 | -8 | 0 | 101 | 0 | -6 | -3
> CC1C(=O)N2CCCc3cc(S(=O)(=O)Nc4ccccc4C(N)=O)cc1c32 (stereo unspecified)
→ -2 | -0.4 | 2 | 1 | -11 | 1 | 117 | 2 | -3 | 0
> CCCCN1C(=O)C(C)=C(C)C1OCCc1ccc(OC)c(OC)c1 (stereo unspecified)
→ 7 | -1.5 | 7 | 0 | -3 | -2 | 96 | -2 | 0 | 23
> COC(=O)c1ccccc1S(=O)(=O)N1CCC(C(=O)OCc2cccc(OC)c2OC)CC1
→ -2 | 2.1 | -14 | -4 | 10 | 0 | 105 | -1 | 0 | -20
> COc1ccc(Cl)cc1-c1n[nH]c(=S)n1Cc1ccccc1
→ -13 | -1.6 | 8 | 5 | -6 | 4 | 118 | 1 | 6 | 0
> CCc1ccc(NS(=O)(=O)c2ccc3[nH]cc(C(=O)N(C)Cc4ccco4)c(=O)c3c2)cc1
→ -6 | 0.7 | -4 | 5 | -10 | 5 | 101 | -29 | -3 | -2
> Fc1ccc(-c2n[nH]c(=S)n2-c2ccc3c(c2)OCCO3)cc1
→ 28 | -2.5 | 13 | -2 | -4 | 5 | 101 | -2 | -21 | 0
> COc1ccc(-c2nnc(SCC(=O)c3ccc[nH]3)o2)cc1
→ -1 | -1.5 | 8 | 1 | 1 | 6 | 103 | -2 | 2 | -4
> Cc1c(C)n(C)c2ccc(C(=O)NCCCN3CCCC3)cc12
→ -9 | -1.2 | 6 | 4 | -5 | 0 | 113 | 0 | -3 | -10
> CCN(CC)CCCN(C)C(=O)Cn1nc(Cc2ccncc2)c2ccccc2c1=O
→ 1 | -1.9 | 9 | 0 | 11 | 0 | 112 | -1 | 5 | 9
> COCCNC(=O)Cn1c(=O)n(Cc2ccco2)c(=O)c2ccccc21
→ -14 | -1.1 | 6 | 2 | 3 | -3 | 109 | -3 | -2 | 3
> O=C1CCC/C=C\C[C@@H](CC(=O)N(CCO)Cc2ccccc2)C(=O)N[C@H](Cc2c[nH]c3ccccc23)CO1
→ 8 | -1.9 | 9 | -1 | 3 | -2 | 94 | -2 | -3 | 6
> COC(=O)C(C)Oc1ccc(Cc2ncc(C(F)(F)F)cc2Cl)cc1 (stereo unspecified)
→ -6 | 2.2 | -10 | -4 | -12 | 2 | 111 | -1 | 6 | 4
> Cc1ccc(OCc2cccc(S(=O)(=O)N(C)C)c2)c([N+](=O)[O-])n1
→ 3 | 0.9 | -6 | -2 | -4 | -4 | 107 | 0 | -2 | 15
> O=C(NC(=S)Nc1cccc(Cl)c1N1CCOCC1)c1cccs1
→ -12 | 0.2 | -1 | -14 | -10 | 5 | 100 | -1 | -9 | -19
> O=C(CSc1nc(=O)n(CCN2CCOCC2)c2c1CCCC2)Nc1ccc([N+](=O)[O-])cc1
→ -16 | 3.9 | -25 | 1 | -3 | 5 | 98 | -3 | 3 | -6
> CCOc1ccc(CCNC(=O)C2CCCN(c3nn4c(=O)cc(C)nc4s3)C2)cc1 (stereo unspecified)
→ 0 | 0.6 | -3 | 3 | -11 | 0 | 116 | 1 | -18 | 10
> CN1CCN(C(=O)CCN2C(=O)/C(=C/c3cccc(Br)c3)SC2=S)CC1
→ 7 | 1.8 | -10 | 2 | -5 | -3 | 105 | 2 | 0 | 8
> Cc1nnc(SCC(=O)Nc2ccccc2F)n1-c1ccc(F)cc1
→ -6 | -0.3 | 2 | -2 | 16 | 1 | 99 | 3 | 6 | 27
> C=CCOc1cccc(C(=O)/C=C2/C(=O)Nc3ccccc32)c1
→ -15 | -2.5 | 11 | 1 | -2 | 4 | 94 | -1 | 5 | -8
> Cc1ccc(CNC(=O)c2sccc2-n2cccc2)cc1
→ 5 | -0.1 | 1 | -1 | 2 | -2 | 98 | 0 | -8 | 21
> CCc1nnc(NC(=O)CCC(=O)NCc2ccc(OC)cc2)s1
→ 7 | -2.8 | 14 | -1 | -12 | -1 | 105 | 4 | -4 | 3

Eight structures already listed, sorted by count of non-hydrogen atoms, rising.
Sequence of screens – HTR5A inv ag | MOR-DOR ag | MOR-DOR inv ag | DAGLB inh | PKA-R1A activ | HTR5A ag | DSG3 Ab inh | V-ATPase pH | PKA-R2B act | Arr AP2 block
> Cc1ccc(CNC(=O)c2sccc2-n2cccc2)cc1
→ 5 | -0.1 | 1 | -1 | 2 | -2 | 98 | 0 | -8 | 21
> C=CCOc1cccc(C(=O)/C=C2/C(=O)Nc3ccccc32)c1
→ -15 | -2.5 | 11 | 1 | -2 | 4 | 94 | -1 | 5 | -8
> O=C(NC(=S)Nc1cccc(Cl)c1N1CCOCC1)c1cccs1
→ -12 | 0.2 | -1 | -14 | -10 | 5 | 100 | -1 | -9 | -19
> Cc1nnc(SCC(=O)Nc2ccccc2F)n1-c1ccc(F)cc1
→ -6 | -0.3 | 2 | -2 | 16 | 1 | 99 | 3 | 6 | 27
> COCCNC(=O)Cn1c(=O)n(Cc2ccco2)c(=O)c2ccccc21
→ -14 | -1.1 | 6 | 2 | 3 | -3 | 109 | -3 | -2 | 3
> CCOc1ccc(CCNC(=O)C2CCCN(c3nn4c(=O)cc(C)nc4s3)C2)cc1 (stereo unspecified)
→ 0 | 0.6 | -3 | 3 | -11 | 0 | 116 | 1 | -18 | 10
> O=C(CSc1nc(=O)n(CCN2CCOCC2)c2c1CCCC2)Nc1ccc([N+](=O)[O-])cc1
→ -16 | 3.9 | -25 | 1 | -3 | 5 | 98 | -3 | 3 | -6
> O=C1CCC/C=C\C[C@@H](CC(=O)N(CCO)Cc2ccccc2)C(=O)N[C@H](Cc2c[nH]c3ccccc23)CO1
→ 8 | -1.9 | 9 | -1 | 3 | -2 | 94 | -2 | -3 | 6
